# Screens: PubChem BioAssay, several laboratories
# OX1R antag: human HCRTR1 antagonism. O43613. inhibition, % at 5 µM. CHO/OX1R cells, Fluo-8 calcium fluorescence, orexin A. 330,000 compounds, 0.43% hits. AID 434989;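 active = inhibition above its plate's threshold, mean inhibition of all tested compounds on the plate plus 3 SD, cut at about 37% in these data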;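 note: 0% = orexin A challenge wells and 100% = SB-334867-A antagonist wells; not every result past the cut was called active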
# Target sequence (O43613 whole entry, looked up): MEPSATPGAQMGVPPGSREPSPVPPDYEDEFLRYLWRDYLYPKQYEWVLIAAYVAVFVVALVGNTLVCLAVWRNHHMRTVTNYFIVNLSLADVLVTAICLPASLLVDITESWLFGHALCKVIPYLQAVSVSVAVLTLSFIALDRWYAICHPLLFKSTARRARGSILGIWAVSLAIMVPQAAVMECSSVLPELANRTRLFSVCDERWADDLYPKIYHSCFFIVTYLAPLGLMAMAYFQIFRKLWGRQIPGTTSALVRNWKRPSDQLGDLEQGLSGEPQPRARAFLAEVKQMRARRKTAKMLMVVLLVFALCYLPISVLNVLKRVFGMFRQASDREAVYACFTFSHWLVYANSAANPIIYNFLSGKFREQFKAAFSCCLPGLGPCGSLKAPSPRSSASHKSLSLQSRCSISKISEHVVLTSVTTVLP
# CHT allo act: human CHT allosteric activation; 310,000 compounds, 0.49% hits; CHT-expressing cells, membrane potential dye, choline EC20; hits give high values; LV-AA mutant CHT in HEK293 cells; Q9GZV3; B-score at 10 µM;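 active = initial fluorescence not abnormally high and integrated response B-score, plate-corrected, over 3 SD above library mean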
# Target sequence (Q9GZV3 whole entry, looked up): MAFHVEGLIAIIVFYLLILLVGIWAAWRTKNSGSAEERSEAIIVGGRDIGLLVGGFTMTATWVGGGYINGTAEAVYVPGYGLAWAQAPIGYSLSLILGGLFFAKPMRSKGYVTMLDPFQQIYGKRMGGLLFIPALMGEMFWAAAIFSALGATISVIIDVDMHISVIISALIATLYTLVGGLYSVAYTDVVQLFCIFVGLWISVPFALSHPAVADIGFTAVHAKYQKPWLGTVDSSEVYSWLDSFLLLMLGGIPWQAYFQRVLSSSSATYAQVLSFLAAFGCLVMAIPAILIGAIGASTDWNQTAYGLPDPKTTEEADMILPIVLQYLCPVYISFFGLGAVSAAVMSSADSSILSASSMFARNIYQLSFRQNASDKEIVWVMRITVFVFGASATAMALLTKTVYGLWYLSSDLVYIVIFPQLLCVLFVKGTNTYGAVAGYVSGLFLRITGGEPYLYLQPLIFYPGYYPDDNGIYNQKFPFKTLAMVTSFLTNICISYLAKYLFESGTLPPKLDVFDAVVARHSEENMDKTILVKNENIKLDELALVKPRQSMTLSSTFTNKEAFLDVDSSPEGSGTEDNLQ
# * hit, by the source's call; i = inactive; x = not tested or not shown. Rows were taken by chance; 0.8% or so of the library scored in one or more.
# Screens in order – OX1R antag | CHT allo act
> CC1=C(C(=O)OCc2ccccc2)C(c2cccs2)N2C(=O)CCSC2=N1 (stereo not given)
→ -16 | i
> Cc1cc(S(=O)(=O)N2CCCCC2)ccc1OCC(=O)N1CCCC1
→ -1 | i
> O=[N+]([O-])c1cccc(-c2ccc(C(=S)N3CCOCC3)o2)c1
→ -21 | i
> Cc1cc(C)c(C#N)c(SCC(=O)Nc2ccc(S(=O)(=O)Nc3onc(C)c3C)cc2)n1
→ -17 | i
> CC(=O)NCCc1cc2ccc(C)c(C)c2[nH]c1=O
→ -3 | i
> O=C1C2CC=C(Cl)CC2C(=O)N1CNc1ccccn1 (stereo not given)
→ -4 | i
> O=C(NCC1CCCO1)c1cccc(Oc2ccc([N+](=O)[O-])cc2)c1 (stereo not given)
→ 1 | i
> CNC(=O)CSc1nnc(-c2cccnc2)n1-c1ccc(C)cc1
→ -3 | i
> CCOC(=O)C1CCN(C(=S)Nc2cccc(C)c2C)CC1
→ 1 | i
> Cc1cc(C)cc(N(CCC#N)C(=O)CSc2nc3ccccc3c(=O)[nH]2)c1
→ 3 | x
> Cc1ccc(S(=O)(=O)N2CC(=O)N3CCN(CCN)C3C2)cc1 (stereo not given)
→ -21 | x
> Cc1c(C(=O)N2CCCCC2)nnn1-c1nonc1N
→ -6 | i
> Cc1ccc(-c2nonc2NC(=O)c2ccco2)cc1
→ -2 | i
> COc1cc(-c2cc3nc(C)c(C)c(=O)n3[nH]2)cc(OC)c1OC
→ -12 | i
> Cc1ccc(NC(=O)Nc2ccccc2)c(Br)c1
→ -27 | i
> Cc1nnc(SCC(=O)Nc2nnc(-c3ccccc3)o2)s1
→ -24 | i
> O=C(Nc1ccccc1)N1CCSc2cc(Cl)ccc21
→ 3 | i
> CN(Cc1ccccc1)C(=O)CCS(=O)(=O)c1ccc2c(c1)oc(=O)n2C
→ -12 | i
> Cc1cn(S(=O)(=O)c2ccc(Br)cc2)cn1
→ -9 | i
> CC(C(=O)c1ccccc1)n1cnc2ccccc2c1=O (stereo not given)
→ -17 | i
> O=C1N[C@@H](Cc2c[nH]c3ccccc23)COC(=O)[C@@H](Cc2ccc(F)cc2)CC/C=C/C[C@@H]1CC(=O)N(CCO)Cc1ccccc1
→ 7 | x
> O=C(Nc1ccc(Cl)cc1)Nc1ccc2c(c1)N1CCN=C1S2
→ 12 | i
> Cc1c(NC(=O)NC(=O)c2ccc(F)cc2)c(=O)n(-c2ccccc2)n1C
→ -15 | i
> Cc1ccc(CNC(=O)c2cccc(-n3cnnn3)c2)cc1
→ 4 | i
> COc1ccccc1CCNC(=O)C1CCN(c2nnc(C)c3c(C)n(-c4ccc(C)cc4)nc23)CC1
→ -20 | i
> O=C(O)CC1c2ccccc2CCN1S(=O)(=O)c1ccc(F)cc1 (stereo not given)
→ -4 | i
> Cc1cccc(N(CC(=O)NC2CCCCC2)C(=O)CCC(=O)Nc2nccs2)c1
→ -8 | i
> Cc1ccc(NC(=O)c2nc[nH]c2C(=O)Nc2ccc(C)cc2)cc1
→ -11 | i
> O=C(NCCc1ccccc1)C1CCN(C2CCN(Cc3ccco3)CC2)CC1
→ 0 | i
> CC1=C/C(=C/N(C)c2ccccc2)C(=O)S1
→ -23 | i
> COc1cc(CO)c(OC)c([N+](=O)[O-])c1
→ 4 | i
> O=C(Cc1ccc2cccnc2c1)c1ccc(O)cc1O
→ -7 | i
> O=C(O)c1cccc(N2CCCCS2(=O)=O)c1
→ -7 | i
> COc1ccccc1C(=O)Nc1cc2ccccc2oc1=O
→ -14 | i
> Cc1ccc(N2C(=O)N(CC(=O)Nc3cccc(Cl)c3)C(=O)C2C)cc1 (stereo not given)
→ -12 | i
> COc1cccc(CN(C)C(=O)CCc2nnc(-c3ccsc3)o2)c1
→ -26 | i
> O=C(CSc1nc2ccc(Cl)cc2[nH]1)Nc1ccc2c(c1)CCC2
→ -34 | i
> Cc1ccc(C(NC(=O)NN2CCN(C)CC2)C(Cl)Cl)cc1F (stereo not given)
→ -22 | i
> COc1ccc(OCCCC(=O)ON=C(N)c2ccccc2C)cc1
→ -10 | x
> Cc1ccc(C(=O)c2c[nH]c(C(=O)NCCCN3CCOCC3)c2)cc1
→ -8 | i
> Cc1cccc(/C=C/c2onc(C)c2S(=O)(=O)N2CCC(C(=O)N3CCCCCC3)CC2)c1
→ -26 | i
> Cn1nc(C(=O)Nc2ccc(Cl)c(S(=O)(=O)N3CCOCC3)c2)c2ccccc2c1=O
→ -24 | x
> CCn1cc(CN2CCN(Cc3ccccc3)C(CCO)C2)c2ccccc21 (stereo not given)
→ -29 | i
> O=S(=O)(Cc1ccccc1Cl)NCCOc1ccccc1
→ -8 | i
> O=C(Cn1cnc2ccccc2c1=O)N1CCOCC1
→ -10 | i
> COc1ccccc1CN1C[C@@H]2C[C@@H](c3ccc(C)c(C)c3)N3CCC[C@@]23C1=O
→ -32 | i
> COc1cccc(CN(C)C(=O)c2cc(-c3ccc(OC)c(OC)c3)nc3ccccc23)c1
→ x | i
> C[C@@H]1NC(=O)c2cc([N+](=O)[O-])cc(I)c2NCC[C@@H](C(N)=O)NC(=O)[C@H](CC(N)=O)NC1=O
→ 3 | i
> CCOc1ccccc1N1CCN(C(=S)NC(=O)C23CC4CC(CC(C4)C2)C3)CC1
→ -34 | i
> COCc1[nH]nc2c1C(c1ccnc3ccccc13)C(C#N)=C(N)O2 (stereo not given)
→ -10 | i
> CCOC(=O)C1=C(C)c2ccccc2OC1(CC)C(=O)OCC (stereo not given)
→ -15 | x
> Clc1ccccc1C1CC(c2ccccc2)Nc2ncnn21 (stereo not given)
→ -16 | i
> CN(C)/C=C1\C(=O)NN=C1C(F)(F)F
→ -3 | i
> CN(Cc1ccccc1F)C(=O)c1ccc(NS(=O)(=O)c2ccc3[nH]c(=O)[nH]c3c2)cc1
→ -5 | i
> CCCC(=O)Nc1cc(-c2nc3ncccc3o2)ccc1C
→ -17 | i
> CCSc1nc2ccccc2n1Cc1cccc([N+](=O)[O-])c1
→ -30 | i
> O=C(c1cc2c(s1)CCC2)N1C(=O)c2ccccc2S1(=O)=O
→ -3 | i
> COc1cccc(OC)c1C(=O)Nc1ccc(N2CCN(C(=O)c3ccco3)CC2)cc1
→ 3 | i
> Cc1cc(C)cc(NC(=O)CSc2nc(N)c(NC(=O)c3ccc(Br)o3)c(=O)[nH]2)c1
→ -9 | i
> CCC(=O)NNc1ncnc2c1cnn2C
→ -3 | i

# A different layout for part of the listing above.
compound,OX1R antag,CHT allo act
Clc1ccccc1C1CC(c2ccccc2)Nc2ncnn21 (stereo not given),-16,i
CCSc1nc2ccccc2n1Cc1cccc([N+](=O)[O-])c1,-30,i

# (next part)
# Screens in order – OX1R antag | CHT allo act
> C=C1CCC[C@]2(C)C[C@H]3OC(=O)C(CNCC(OC)OC)[C@H]3CC12 (stereo not given in full)
→ -16 | i
> COCCN1CCN(C(=O)c2ccc3nc(Cc4ccc(OC)c(OC)c4)oc3c2)CC1
→ -4 | i
> CC(C)=CCN1CCC(n2nccc2NC(=O)c2ccccc2Cl)CC1
→ -32 | i
> Cn1cnnc1SCC(=O)NCCc1ccc(Cl)cc1Cl
→ 1 | i
> c1ccc(-c2cnc(-c3ccccn3)nn2)cc1
→ 7 | i
> O=C(COc1ccc(Br)cc1F)NC1CC1
→ -9 | x
> O=C(CSc1n[nH]c(=O)n1C1CC1)Nc1ccc(Cl)c(Cl)c1
→ -3 | i
> Cc1ccc(NC(=O)c2cccc(S(=O)(=O)N3CCCc4ccccc43)c2)nc1
→ -13 | x
> c1ccc2nc3c(cc2c1)CCCCC3
→ -13 | i
> COc1ccc(NC(=O)CN(C)C(=O)c2ccc(S(=O)(=O)Nc3ccccc3F)cc2)cc1
→ -25 | i
> CC(NC(=O)CN1CCCC1)c1ccccc1 (stereo not given)
→ -6 | i
> O=C1C=C(O)c2c(O)cccc2C1=O
→ -12 | i
> CCn1c(SCC(=O)NC2CCCC2)nnc1-c1ccoc1C
→ -11 | i
> O=C1CC(N2CCN(c3ccccn3)CC2)C(=O)N1c1ccc(Cl)cc1 (stereo not given)
→ -29 | i
> Cc1ccc(CSc2ccc3nnc(-c4ccccn4)n3n2)cc1
→ -25 | i
> CC(=O)Nc1ccc(S(=O)(=O)NC2=NCN(c3cccc([N+](=O)[O-])c3)CN2)cc1
→ -8 | i
> CCNC(=O)NC(=O)CSc1ccccc1F
→ -2 | i
> O=c1c2ccccc2nnn1CSc1nc2ccccc2c(=O)n1Cc1ccco1
→ -1 | i
> Cc1ccc(C(=O)Nc2ccc3c(c2)OCCO3)cc1
→ x | i
> O=C(COC(=O)CC12CC3CC(CC(Br)(C3)C1)C2)NC(=O)NCc1ccco1
→ -14 | i
> CC(C)(C)n1ncc2c(=O)n(CC(=O)NCc3ccc(F)cc3)cnc21
→ -18 | i
> c1ccc2[nH]c(CCCc3nc4ccccc4[nH]3)nc2c1
→ -8 | i
> COCCCN(C(=O)C1CCC1)c1c(N)n(Cc2ccccc2)c(=O)[nH]c1=O
→ -1 | x
> O=C(CSC1CS(=O)(=O)c2cc([N+](=O)[O-])ccc21)NNC(=O)c1ccccc1 (stereo not given)
→ -14 | i
> Cc1ccc(C(=O)Nc2c(C(=O)NCc3ccco3)cnn2-c2ccccc2)cc1
→ -28 | i
> COc1ccc2oc(=O)c(C(=O)NCc3ccccn3)cc2c1
→ -19 | i
> CCCc1ccc(/C=C2\C(=O)c3ccccc3C(O)=C2C(=O)OCC)cc1
→ -7 | i
> Cc1cccc(NC(=S)NC(=O)CCc2ccccc2)c1
→ -40 | i
> COc1ccc(Cn2ccnc2SCC(=O)Nc2ccccc2OC)cc1
→ -18 | i
> COC(=O)/C(=C/c1ccco1)NC(=O)c1ccccc1
→ -8 | i
> CCC(=O)N(C)CCc1cc2c(c(OC)c1/C=N/NC(=O)c1ccncc1)OCO2
→ -11 | i
> Cc1ccc(-c2csc(NC(=S)NC(=O)c3ccco3)n2)cc1
→ 5 | i
> CC(OC(=O)c1cccc([N+](=O)[O-])c1)C(=O)NCc1ccc2c(c1)OCO2 (stereo not given)
→ -19 | i
> Cc1ccc(S(=O)(=O)N(C)C[C@@H]2Oc3c(NS(C)(=O)=O)cccc3C(=O)N([C@H](C)CO)C[C@@H]2C)cc1
→ -27 | x
> CC(=O)N1CCc2cc(S(=O)(=O)N3CCCCC3C)ccc21 (stereo not given)
→ -25 | i
> CC1(C)CC(=O)C2=C(C1)N(Cc1cccnc1)C(=O)C2(NC(=O)c1ccc(F)cc1)C(F)(F)F (stereo not given)
→ -26 | i
> C[C@@H]1NS(=O)(=O)[C@H]2C[C@@H]3C=C[C@]2(O3)[C@H]1OC(=O)c1ccc(C(C)(C)C)cc1
→ -26 | x
> CC(NC(=O)c1cccs1)c1n[nH]c(=S)n1C (stereo not given)
→ 5 | i
> COCCCNC(=O)c1cc(S(=O)(=O)NCCCN2CCCC2=O)ccc1Cl
→ -6 | x
> CN=c1scc(-c2ccc(OC)cc2)n1/N=C(\C)c1cccnc1
→ 2 | i

# Laid out differently: results already given.
SMILES	OX1R antag	CHT allo act
Cc1ccc(C(=O)Nc2c(C(=O)NCc3ccco3)cnn2-c2ccccc2)cc1	-28	i
COc1ccc2oc(=O)c(C(=O)NCc3ccccn3)cc2c1	-19	i
CCCc1ccc(/C=C2\C(=O)c3ccccc3C(O)=C2C(=O)OCC)cc1	-7	i
Cc1cccc(NC(=S)NC(=O)CCc2ccccc2)c1	-40	i

# More records:
# Screens in order – OX1R antag | CHT allo act
> N#CC1=C(N)Oc2n[nH]c(-c3cccs3)c2C1c1ccco1 (stereo not given)
→ 7 | i
> O=C(NC1CCCCC1)Oc1cc2oc(=O)sc2cc1Br
→ 8 | i
> Cc1ccc(NC(=O)c2cnn(-c3ccccc3)c2C)cc1
→ -7 | i
> CN(C(=O)COC(=O)c1ccc2c(c1)OCO2)C1CCS(=O)(=O)C1 (stereo not given)
→ -14 | i
> O=S(=O)(c1cccc(-c2csc(-c3cccnc3)n2)c1)N1CCOCC1
→ -7 | i
> O=C(O)CCC(=O)NCc1ccc(C(=O)O)cc1
→ -14 | i
> Cn1cc(CN2CCC(Oc3ccc(C(=O)N4CCCCC4)cc3)CC2)cn1
→ -4 | i
> COc1ccc(-c2sc3cc4c(cc3c2-c2ccc(OCCN3CCOCC3)cc2)OCO4)cc1
→ -18 | x
> CCOC(=O)C1=C(N)OC2=C(C(=O)CC(C)(C)C2)C1c1ccoc1 (stereo not given)
→ -1 | i
> CC(=O)c1c(C)[nH]c(C(=O)Nc2ccccc2N2CCOCC2)c1C
→ -30 | i
> O=C1CSCN1c1ccc(Cl)c(Cl)c1
→ -8 | i
> CCOc1c(Cl)cc(C(=O)Nc2ccccc2-c2ccccc2)cc1Cl
→ -23 | i
> CN(c1ccc(C(=O)NCc2cccs2)cc1)S(=O)(=O)c1ccccc1
→ -17 | i
> CN(Cc1ccccc1)S(=O)(=O)c1cccc(C(=O)O)c1
→ -19 | i
> Cc1ccc(NC(=O)c2csc3c2CCCC3)cc1
→ -17 | i
> O=C(N/N=C\C=C\c1ccc2c(c1)OCO2)c1ccc(F)cc1
→ -27 | i
> Cc1ccc(C(=O)OCC(=O)Nc2ccccc2Sc2ccccc2)cc1C
→ -35 | i
> COc1ccc(N(C(=O)Cn2nnc(-c3ccc(Cl)cc3)n2)C(C(=O)NCC2CCCO2)c2ccc(C)cc2)cc1 (stereo not given)
→ -13 | i
> CC1S/C(=C(\C#N)C(=O)NCc2ccco2)N(Cc2ccco2)C1=O (stereo not given)
→ -17 | i
> CN(C)C(=O)CCc1ccc2c3c([nH]c2c1)[C@]1(C)[C@@H](C(=O)N2CCCCC2)C[C@H](CC(=O)NCCc2ccccn2)C(=O)N1CC3
→ -1 | x
> COc1ccc(-c2ccnc(-c3ccncc3)n2)cc1
→ -6 | i
> CC(=O)Nc1ccc(CN2CCCC(CCC(=O)NCc3ccccc3F)C2)cc1 (stereo not given)
→ -26 | i
> Cn1cc(C(=O)N/N=C/c2cccc(O)c2)ccc1=O
→ -17 | i
> Cc1cc(C(=O)O)ccc1NCc1ccncc1
→ -14 | i
> COc1cccc(N/C(SC)=C(/C#N)C(N)=O)c1
→ -14 | i
